# KCNK3 inh: human KCNK3 channel inhibitors, primary screen, CHO cells, FluxOR thallium flux, B-score. AID 602410, 2012. FluxOR fluorescence; active compounds read low. Potassium channel subfamily K member 3 (Homo sapiens), O14649. B-score at 10 µM. hit rate 0.84% among 340,000;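 active = B-score under library mean minus 4 SD, starting fluorescence ratio at most library mean plus 5 SD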;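 also: more negative B-score means stronger inhibition of thallium flux through KCNK3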
# Target sequence (O14649 whole entry, looked up): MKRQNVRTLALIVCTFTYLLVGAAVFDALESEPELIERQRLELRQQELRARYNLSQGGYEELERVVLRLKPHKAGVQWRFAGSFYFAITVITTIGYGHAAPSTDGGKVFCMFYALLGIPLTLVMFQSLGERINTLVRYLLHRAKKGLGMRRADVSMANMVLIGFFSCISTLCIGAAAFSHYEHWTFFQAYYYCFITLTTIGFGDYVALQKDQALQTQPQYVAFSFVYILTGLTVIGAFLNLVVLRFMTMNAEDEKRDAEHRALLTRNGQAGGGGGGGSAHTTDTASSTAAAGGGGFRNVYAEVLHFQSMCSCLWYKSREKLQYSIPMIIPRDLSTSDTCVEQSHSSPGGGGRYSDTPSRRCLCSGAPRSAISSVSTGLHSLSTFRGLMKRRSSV
# KCNQ1 act: potentiators or activators of KCNQ1 channel, primary screen, cell-based, thallium flux, high-throughput; CHO-K1 KCNQ1, thallium flux FluxOR fluorescence; active compounds read high; AID 2648, 2010; hit rate 0.35% among 310,000; Potassium voltage-gated channel subfamily KQT member 1 (Homo sapiens), P51787; B-score at 10 µM;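 active = fluorescence ratio B-score, a plate-corrected score, at least three library SD, with initial intensity B-score within 5 SD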
#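 Assay system: CHO-K1 cells stably expressing KCNQ1; Medium: assay buffer with matched DMSO; Also added: K+/Tl+ depolarizing stimulus; Dosing: single dose; Timing: dye 90 min, compound 20 min, room temperature; Measured by: kinetic FluxOR thallium fluorescence, 10-s 1-Hz baseline, 110-s post-stimulus read; Read-out: peak-minus-minimum fluorescence over initial fluorescence, negative-control normalized, B-scored.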
# RGS4 pot: RGS4 potentiators or activators, primary screen, cell-based, HEK293 M3R inducible RGS4, calcium flux. carbachol calcium flux Fluo4; active compounds read low. B-score at 10 µM. hit rate 0.92% among 310,000. AID 463111, 2010;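 active = B-score of the integrated calcium signal more than 4 SD below the library mean, with starting fluorescence not abnormally high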;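 also: negative B-score means reduced calcium response which marks RGS4 activation or potentiation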
#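 System: HEK293 FlpIn-TREx cells, stable M3R, doxycycline-inducible RGS4. Timing: overnight RGS4 induction, 30 min dye load 37 °C, 20 min compound RT. Also added: carbachol, ECmax concentration. Measured by: Fluo4 fluorescence kinetic imaging of calcium. Evaluation: integrated calcium ratio converted to B score.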
# GSK3A inh: blockers of GSK3A enzyme activity – biochemical, luminescence, cell-free homogeneous, HTS, primary screen; Glycogen synthase kinase-3 alpha (Homo sapiens), P49840; GSK-3 alpha kinase, ADP-Glo luminescence, 60 min; inhibition, % at 10 µM; hit rate 0.1% among 320,000; AID 2650, 2010;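 in the data active = inhibition above about 50%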;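 also: GST-tagged GSK-3 alpha with peptide substrate and 25 µM ATP; 0% = DMSO neutral wells and 100% = GW8510 positive control wells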
# Target sequence (P49840 whole entry, looked up): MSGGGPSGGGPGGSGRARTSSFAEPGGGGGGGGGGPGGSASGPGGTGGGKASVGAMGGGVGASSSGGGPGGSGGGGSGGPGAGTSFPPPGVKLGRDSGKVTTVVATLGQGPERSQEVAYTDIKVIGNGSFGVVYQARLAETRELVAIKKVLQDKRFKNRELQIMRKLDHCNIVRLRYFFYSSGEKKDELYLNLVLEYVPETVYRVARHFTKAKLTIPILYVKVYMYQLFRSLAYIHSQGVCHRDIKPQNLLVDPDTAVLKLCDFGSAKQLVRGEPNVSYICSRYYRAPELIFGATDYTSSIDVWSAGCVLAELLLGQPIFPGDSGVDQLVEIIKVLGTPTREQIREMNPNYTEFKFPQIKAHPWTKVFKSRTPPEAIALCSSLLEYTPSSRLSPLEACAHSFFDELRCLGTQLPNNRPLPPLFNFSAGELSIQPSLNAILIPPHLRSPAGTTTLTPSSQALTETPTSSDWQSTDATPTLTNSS
# KCNQ1 inh: inhibitors of human KCNQ1 channel, primary screen, cell-based, thallium flux, high-throughput; Potassium voltage-gated channel subfamily KQT member 1 (Homo sapiens), P51787; CHO-K1 KCNQ1, FluxOR thallium flux fluorescence; active compounds read high; B-score at 10 µM; hit rate 1.3% among 310,000;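 active = compounds whose thallium flux B-score, printed positive for inhibition, exceeds three library SD while starting fluorescence stays within three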;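 also: channel opened by potassium depolarization with thallium stimulus after 20 min compound exposure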
# PolyA inhibitor: polyadenylation inhibitors in yeast reporter cells, primary screen, luminescence, S. cerevisiae; S. cerevisiae SKY197-pL101 polyadenylation reporter, beta-gal luminescence; efflux-impaired pdr1/pdr3 knockout yeast; score 100 = 6 SD above DMSO; calls only at 12 µM; hit rate 0.02% among 300,000;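 active = lowest replicate activity score at least 50, where 100 means six control SD above control mean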;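 also: yeast exposed to compound for 9 h at 30 °C; higher score means more reporter readthrough which indicates perturbed polyadenylation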
# Dyrk1A ADPGlo: rat Dyrk1A kinase inhibitors, primary screen, biochemical, single point, plate reader | Dual specificity tyrosine-phosphorylation-regulated kinase 1A (Rattus norvegicus), Q63470 | ADP-Glo luminescence, NFATc1 peptide | inhibition, % at 12.5 µM | hit rate 0.43% among 310,000 | AID 504441, 2011; in the data active = inhibition above about 50%;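 also: plate controls were vehicle with enzyme for no effect and no enzyme for full effect; many of its hits are not listed in these tables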
# RGS4 inh: RGS4 inhibitors, primary screen, cell-based, HEK293 M3R inducible RGS4, calcium flux. Fluo-4 calcium flux; active compounds read high; triggered by carbachol at its EC20. B-score at 10 µM. hit rate 0.45% among 310,000. AID 463165, 2010;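 active = B-score, a plate-corrected calcium signal, over three deviations above library mean, with baseline fluorescence within five deviations of library mean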;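 also: RGS4 expression induced by doxycycline in cells with stable M3 receptor; B-score is computed from the integrated fluorescence ratio over baseline after carbachol; higher B-score means a larger calcium signal and so more RGS4 inhibition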
# GSK3B inh: human GSK3beta kinase inhibitors, primary screen, biochemical, cell-free homogeneous, HTS; GST-GSK3beta kinase, ADP-Glo luminescence, 60 min; active compounds read low; activity score (negative = inhibition), % at 10 µM; hit rate 0.038% among 300,000; AID 2097, 2009;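 active = more than half of replicate wells score below -50%, meaning over 50% inhibition versus plate controls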;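 also: 0% = median DMSO wells and -100% = median GW8510 positive control wells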
#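 test system = GST-tagged human GSK3beta kinase, cell-free | reagent = 25 µM ATP with peptide substrate | dosing = one dose of 10 µM per compound | schedule = 60 min reaction, RT | detection = luminescent ADP-Glo measurement of ADP formed | control set = DMSO neutral wells and GW8510 at 20 µM as positive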
# KCNK9 block: KCNK9 potassium channel inhibitors, primary screen, HEK293 cells, thallium flux; AID 488922, 2010; Potassium channel subfamily K member 9 (Homo sapiens), Q9NPC2; hit rate 1.2% among 310,000; B-score at 10 µM; FluxOR thallium flux fluorescence; active compounds read low;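 active = ratio B-score over 3 SD below the library mean, with starting fluorescence within 5 SD of its mean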;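 also: negative B-score means less thallium flux so channel inhibition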
# hERG rescue: hERG rescue from dofetilide block, primary screen, cell-based, CHO-hERG, FluxOR thallium flux, dofetilide IC70. activation (rescue from dofetilide block), less the hit threshold, % at 10 µM. Voltage-gated inwardly rectifying potassium channel KCNH2 (Homo sapiens), Q12809. dofetilide IC70 present. hit rate 0.51% among 310,000;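 active = activation above the mean of controls blocked by dofetilide plus 5 SD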;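 also: thallium influx through hERG after potassium depolarization seen as dye fluorescence rise; in these data hits start at about 4.7%; inactives centre near -7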
# * hit, by the source's call; i = inactive; . = not tested or not shown.
# Values in the order – KCNK3 inh	KCNQ1 act	RGS4 pot	GSK3A inh	KCNQ1 inh	PolyA inhibitor	Dyrk1A ADPGlo	RGS4 inh	GSK3B inh	KCNK9 block	hERG rescue
CC1(C)CC(NC(=O)c2ccccc2Cl)CC(C)(C)N1
→ i	i	i	0	i	i	3	i	3	i	-4
CCOC(=O)c1nn(-c2ccccc2F)c(C)c1C(C)=O
→ i	i	i	2	i	i	-23	i	2	i	-4
COc1ccc(-c2cc(-c3cccs3)nc(OC)c2C#N)cc1OC
→ i	i	i	-3	i	i	-3	i	1	i	-12
CCCOc1ccc(N2C(=O)CC(NCc3cccnc3)C2=O)cc1 (configuration not stated)
→ i	i	i	1	i	i	-2	i	-4	i	-8
COc1ccc(C(=O)NC2CCN(CC(=O)NC3CCCCC3)CC2)cc1
→ i	i	i	-3	i	i	-8	i	0	i	-7
Cc1cccc(-n2ncc3c2CCCC3NC(=O)CCN2CCCCO2)c1C (configuration not stated)
→ i	i	i	1	i	i	1	i	0	i	-10
Cc1nn(CC(=O)Nc2ccc(C(=O)N3CCCCC3)cc2)c(=O)c2ccccc12
→ i	i	i	0	i	i	0	i	-1	i	-11
CCN1CCN(C(=O)c2c(-c3c(Cl)cccc3Cl)noc2C)CC1
→ i	i	i	6	i	i	-11	i	-1	i	-20
C/C(=N\NC(=S)NCCc1ccccc1)c1cccs1
→ i	i	i	0	i	i	3	i	-1	i	4
COc1ccc(C(=O)Cc2ccc(F)cc2)c(OC)c1
→ i	i	i	-2	i	i	-2	i	1	i	-5
Cc1cccc(NC(=S)N(CCN2CCOCC2)Cc2cc3cc4c(cc3[nH]c2=O)OCO4)c1
→ i	i	i	-1	i	i	-1	i	2	i	-14
COc1ccccc1NC(=O)CSc1nnc(COc2ccc(Cl)cc2)n1Cc1ccco1
→ i	i	i	-2	i	i	-4	i	1	i	-3
CCCOC(=O)c1c(NC(=O)C2C3C=CC(C3)C2C(=O)O)sc2c1CCC(C)C2 (configuration not stated)
→ i	i	i	-7	i	.	-4	i	-5	i	-24
C=C(C)C(=O)Nc1cccc(C2=NOC3(C2)C[C@H](C(N)=O)N(C(=O)CC#N)C3)c1 (some centres not stated)
→ .	i	i	4	i	i	.	i	-3	i	-5
CCS(=O)(=O)C1=NN2C(=N)/C(=C\c3ccc(OS(=O)(=O)c4ccccc4)cc3)C(=O)N=C2S1
→ i	i	i	-6	i	i	3	i	3	i	-20
O=C(NCc1ccccc1)C1CCCN(S(=O)(=O)c2ccc(-n3cnnn3)cc2)C1 (configuration not stated)
→ i	i	i	1	i	i	-6	i	-2	i	-8
O=C(Oc1ccc2ccc(OC(=O)N3CCCCCC3)cc2c1)N1CCCCCC1
→ i	i	i	4	i	i	-8	i	4	i	-9
CCOCCCNC(=O)c1c(N)n(-c2ccc(S(N)(=O)=O)cc2)c2nc3ccccc3nc12
→ i	i	i	6	i	i	-4	i	1	i	0
CN(Cc1nc(CCc2ccccc2)no1)Cc1cccs1
→ i	i	i	4	i	i	-9	i	0	i	1
FC(F)(F)c1cc(-c2ccco2)nc(NCCc2ccccc2)n1
→ i	i	i	-3	i	i	2	i	-1	i	-2
Nc1nc(COc2ccc(Cl)cc2)cs1
→ i	i	i	0	i	i	-6	i	-6	i	-3
O=C(NCC1CC1)NC(=O)c1c(F)cccc1Cl
→ i	i	i	-2	i	i	-2	i	-1	i	-4
Cc1ccc2nc(N/C(N)=N/S(=O)(=O)c3ccc([N+](=O)[O-])cc3)nc(C)c2c1
→ i	i	i	0	i	i	1	i	-5	i	-8
CCCOc1ccc(-c2c(C(=O)N/N=C(\C)c3ccco3)nnn2-c2nonc2N)cc1
→ i	i	i	1	i	i	-2	i	-27	i	-3
COCCCN(C(=O)C(C)Oc1ccc(Br)cc1)c1c(N)n(Cc2ccccc2)c(=O)[nH]c1=O (configuration not stated)
→ i	i	i	0	i	i	.	i	3	i	-16
O=C(CSc1c[nH]c2ccccc12)N1CCOCC1
→ i	i	i	0	i	i	2	i	2	i	-9
CCc1ccc(/C=C2\SC(N3CCCC3)=NC2=O)cc1
→ i	i	i	0	i	i	.	i	0	i	-15
O=C(NCc1ccccn1)Nc1cccc([N+](=O)[O-])c1
→ i	i	i	-3	i	i	1	i	-2	i	-7
O=C(O)CN1C(=O)/C(=C\c2ccccc2OCc2ccc(Cl)cc2)SC1=S
→ i	i	i	-4	i	i	-2	i	5	i	-9
CC(CN1CCOCC1)OC(=O)COc1ccc(F)cc1 (configuration not stated)
→ i	i	i	-5	i	i	-2	i	1	i	-3
CCn1c(CSCc2ccc(F)cc2)nnc1SCC(=O)N1CCN(c2ccccc2)CC1
→ i	i	i	.	i	i	-2	i	5	i	-10
COc1ccc(N(C(=O)CNC(=O)c2cccs2)C(C(=O)NC2CCCC2)c2cccnc2)cc1 (configuration not stated)
→ i	i	i	2	i	i	-4	i	1	i	-2
O=C(COC(=O)c1cccc(O)c1)NCc1ccc2c(c1)OCO2
→ i	i	i	-2	i	i	3	i	0	i	-10
O=C(O)CCCNS(=O)(=O)Cc1ccccc1
→ i	i	i	-2	i	i	-3	i	-3	i	-2
CC(C)CC(C(=O)NC(C)(C)C)N(CC1CCCO1)C(=O)c1snc(C(N)=O)c1N (configuration not stated)
→ i	i	i	0	i	i	-2	i	1	i	-4
Cc1ccc(-c2nc3c(c(=O)[nH]c(=O)n3Cc3ccccc3)n2C)s1
→ .	i	i	0	i	i	.	i	1	i	-10
N#C/C(C(=O)NCc1ccccc1)=C1\SC(CCO)C(=O)N1c1ccccc1 (configuration not stated)
→ i	i	i	1	i	i	-4	i	1	i	-8
CCOc1ccc2nc(NC(=O)c3ccco3)sc2c1
→ i	i	i	1	i	i	16	i	-6	i	-9
CCOc1ccc(N(C(=O)c2snc(C(N)=O)c2N)C(C(=O)NCC2CCCO2)c2ccc(C)o2)cc1 (configuration not stated)
→ i	i	i	.	i	i	-1	i	2	i	-10
CS(=O)(=O)N(CC(=O)NCc1ccco1)c1cccc([N+](=O)[O-])c1
→ i	i	i	0	i	i	0	i	-2	i	-14
C=CCc1ccccc1OCC(O)CNC (configuration not stated)
→ i	i	i	-1	i	i	-8	i	0	i	-3
CCOC(=O)C1=C(C)NC(=O)NC1c1c(OCC(=O)N2CCCCC2)ccc2ccccc12 (configuration not stated)
→ i	i	i	0	i	i	3	i	-1	i	-12
CCOC(=O)N1CCN(C(=O)CCC(=O)N2CCOc3ccc(C)cc32)CC1
→ i	i	i	3	i	i	6	i	1	i	-2
COCCN1C=C(C(=O)OC)C(c2cc3c(cc2Br)OCO3)C(C(=O)OC)=C1
→ .	i	i	-2	i	i	.	i	1	i	-6
N#CCCN1CCC(NC(=O)OCc2ccccc2)CCC1=O (configuration not stated)
→ i	i	i	2	i	i	-5	i	0	i	-10
CC(C)NC(=O)[C@@H]1C[C@@]1(C)[C@@H](NC(=O)OCc1ccccc1)c1ccccc1
→ i	i	i	2	i	i	5	i	2	i	-6
COc1ccc(-c2cc(C(=O)NCC3CCCO3)c3cc(C(C)C)ccc3n2)cc1 (configuration not stated)
→ i	i	i	0	i	i	1	i	1	i	-11
Cc1ccc(S(=O)(=O)N(C)Cc2ccc(-c3nnco3)cc2)cc1
→ i	i	i	1	i	i	1	i	3	i	-10
COc1ccc(/C=N/NC(=O)CNC(=O)/C=C/c2ccco2)cc1OC
→ i	i	i	-2	i	i	-4	i	0	i	-6
Cc1cc(C)c(NC(=O)c2ccc3c(c2)CCN3S(C)(=O)=O)c(C)c1
→ i	i	i	-1	i	i	-4	i	1	i	-3
CC(=O)N(CCCN(C)C)Cc1ccccn1
→ i	i	i	-3	i	i	7	i	-3	i	-6
Cc1ccc(NC(=S)N=Nc2c(O)n(C)c3ccc(S(=O)(=O)N4CCOCC4)cc23)cc1
→ i	i	i	.	i	i	3	i	0	i	-4
COc1ccc(-c2c(C(=O)O)c(-c3ccccc3)cn2C)cc1
→ i	i	i	0	i	i	2	i	0	i	-5
CC[C@@]12C(=O)N(c3cccc(C)c3)C(=O)N1[C@H](c1ccc(Br)cc1)[C@@H]1C(=O)N(C(C)(C)C)C(=O)[C@@H]12
→ i	i	i	2	i	i	2	i	4	i	-3
Cc1cc(Br)cc(/C=N/NC(=O)c2ccc3c(c2)OCO3)c1O
→ i	i	i	-2	8*	i	0	i	0	i	-5
Cn1c(=O)c2c(nc(SCC(=O)NCC3CCCO3)n2Cc2ccc(F)cc2)n(C)c1=O (configuration not stated)
→ i	i	i	-1	i	i	-1	i	-1	i	-10
CCc1ccc(NC(=O)CSc2nnc(COc3ccc4c(c3)CCCC4)o2)cc1
→ i	i	i	1	i	i	-1	i	-1	i	-11
COc1cc(/C=C/C(=O)NCC(=O)N2CCC(N(C)CCN3CCOCC3)CC2)ccc1OC(C)C
→ i	i	i	-1	i	i	-8	i	0	i	-9

# Assay outcomes from PubChem.

# The list is partial, so the mix of outcomes need not match the whole.
